mABHD4 FP = ABHD4 (mouse) inhibition, primary FP screen; Q8VD66; purified mABHD4, FP-Rh probe fluorescence polarization; inhibition, % at 8.92 µM; 370,000 tested, 0.54% active; AID 720543;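 active = inhibition exceeding the mean over every tested compound plus 3 SD, cut at about 30% in these data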;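 note: 0% = plate median of compound wells and 100% = S159A mutant with DMSO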
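Doses – 8.92 µM, single dose · Material – wild-type mouse ABHD4 protein · Replication – single well per compound (singlicate) · Measure – percent inhibition of probe binding, normalized to plate controls · Schedule – 45 min compound pre-incubation plus 60 min probe step, 25 °C · Detection – fluorescence polarization with parallel and perpendicular emission, 525/598 nm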
LEDGF integ inh = blocks HIV-1 LEDGF/p75-dependent DNA integration. TR-FRET IN-LEDGF/p75 DNA integration, Eu/Cy5. inhibition, % at 3.7 µM. 370,000 tested, 0.64% active;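 active = inhibition above the screen-wide mean plus 3 SD, cut at about 13% in these data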;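 note: signal is the Cy5 over europium emission ratio at 671 and 618 nm; 0% = plate median of compound wells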
rCAG RNA binder = molecules binding r(CAG) RNA repeats. r(CAG) RNA repeat, TO-PRO-1 dye displacement fluorescence. inhibition, % at 3 µM. 370,000 tested, 1.3% active. AID 651821;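 active = inhibition above the plate cutoff, the mean of all test compounds on that plate plus 3 SD, cut at about 35% in these data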;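 note: 0% = DMSO alone and 100% = 100 µM mitoxantrone as full dye displacement; higher means more dye released from RNA so lower well fluorescence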
SIAE inh = inhibitors of human sialic acid acetylesterase SIAE; Q9HAT2; SIAE FP-Rh probe binding, fluorescence polarization; inhibition, % at 9.66 µM; 370,000 tested, 0.69% active; AID 1053197;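 active = inhibition above a cutoff: mean of compounds within the control limits plus 3 SD of those, cut at about 17% in these data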;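 note: 0% = plate median of compound wells and 100% = probe without SIAE protein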
TDP2 inh = blocks human TDP2 phosphodiesterase activity; O95551; recombinant TDP2, T5PNP hydrolysis, p-nitrophenol absorbance 415 nm; inhibition, % at 12.8 µM; 370,000 tested, 0.34% active;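 active = inhibition above the mean of all tested compounds plus 3 SD, set per campaign, cut at about 25% in these data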;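 note: 0% = DMSO with enzyme and 100% = buffer with substrate but no TDP2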
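System – recombinant human TDP2 · Quantity – TDP2 enzyme at 120 nM final · Doses – single concentration, 12.8 µM nominal, with 1% DMSO · Incubation – 2 h at 37 °C · Measured by – epi absorbance of p-nitrophenol freed from T5PNP by hydrolysis · Read-out – % inhibition relative to enzyme-containing and enzyme-free wells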
PRMT1 FP inh = PRMT1 (human) inhibition, primary screen | Q99873 | recombinant PRMT1, activity-based probe fluorescence polarization | inhibition, % at 2.79 µM | 370,000 tested, 1.3% active | AID 652257;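 active = inhibition above about 21% made by adding two undisclosed values, limit read from the data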
Target sequence (Q99873 whole entry, looked up): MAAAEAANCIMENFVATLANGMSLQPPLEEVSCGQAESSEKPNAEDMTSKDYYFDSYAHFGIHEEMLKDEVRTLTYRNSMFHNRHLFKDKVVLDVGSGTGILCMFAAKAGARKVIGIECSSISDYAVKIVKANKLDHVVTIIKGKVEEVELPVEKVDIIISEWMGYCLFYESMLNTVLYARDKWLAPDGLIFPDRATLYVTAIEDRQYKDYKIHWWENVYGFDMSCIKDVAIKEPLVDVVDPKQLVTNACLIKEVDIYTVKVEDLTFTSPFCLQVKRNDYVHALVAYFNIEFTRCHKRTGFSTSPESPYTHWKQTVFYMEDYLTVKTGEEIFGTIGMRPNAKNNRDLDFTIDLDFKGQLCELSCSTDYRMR
TCR CD3 inh = blocks the human TCR-CD3 interaction. TAMRA-labeled TCR probe fluorescence, biochemical. inhibition, % at 9.4 µM. 360,000 tested, 0.37% active; in the data active = inhibition above about 19%;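 note: recombinant mutant TCR 2C K166C tagged with TAMRA read by polarization; 0% = receptor in buffer alone and 100% = receptor with positive control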
PG9 Ab binder = PG9 antibody binding by small molecule. TR-FRET gp120-PG9 antibody binding. inhibition, % at 6.7 µM. 360,000 tested, 0.43% active; in the data active = inhibition above about 8.5%
HTRA1 inhibitor = blocks human HTRA1 serine peptidase. recombinant HTRA1, FP-rhodamine activity-based probe, fluorescence polarization. inhibition, % at 5.96 µM. 340,000 tested, 0.5% active. AID 504803; in the data active = inhibition above about 36%;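 note: 0% = enzyme with DMSO and 100% = wells lacking enzyme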
Rev-erbA mod = modulates human Rev-erb alpha binding to DNA; AID 1259318; 370,000 tested, 0.79% active; Rev-erbα–FITC-DNA binding, fluorescence polarization, 90 min; activity, % at 10 µM; P20393;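 active = activity above about 14%, limit read from the data; passing the limit was not always enough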;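 note: 0% = DMSO wells with 35 nM protein and 100% = DMSO wells with 750 nM protein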
Target sequence (P20393 whole entry, looked up): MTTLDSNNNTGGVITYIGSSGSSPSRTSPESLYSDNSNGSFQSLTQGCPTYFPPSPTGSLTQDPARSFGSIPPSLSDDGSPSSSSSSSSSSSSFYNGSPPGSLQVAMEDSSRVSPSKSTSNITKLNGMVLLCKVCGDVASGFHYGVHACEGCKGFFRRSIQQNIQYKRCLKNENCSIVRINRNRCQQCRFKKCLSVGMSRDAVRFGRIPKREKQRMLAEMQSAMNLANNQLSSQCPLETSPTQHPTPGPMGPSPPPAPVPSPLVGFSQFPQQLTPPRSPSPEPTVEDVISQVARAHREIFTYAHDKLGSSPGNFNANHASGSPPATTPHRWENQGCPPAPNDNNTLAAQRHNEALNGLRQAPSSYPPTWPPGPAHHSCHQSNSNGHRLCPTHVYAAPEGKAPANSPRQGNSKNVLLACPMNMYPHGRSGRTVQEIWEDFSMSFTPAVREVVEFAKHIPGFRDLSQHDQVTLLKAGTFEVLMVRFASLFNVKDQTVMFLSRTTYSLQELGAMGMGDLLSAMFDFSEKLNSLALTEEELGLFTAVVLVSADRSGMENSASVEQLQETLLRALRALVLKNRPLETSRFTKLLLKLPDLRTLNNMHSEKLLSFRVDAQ
* = called active by the depositor; . = no result given.

1. CC(C)CN1C(=O)CN(S(C)(=O)=O)CC1(C)C(=O)NC(C)C (stereo not given)
2. CC[C@@H]1C=C(C(=O)O)[C@H](c2ccc(C#N)cc2)N1S(=O)(=O)c1ccc(C)cc1
3. Clc1ccc(-c2csc(-c3ccncc3)n2)cc1
4. CCCCN(CCCC)C(=S)NC(=O)C(C)(C)C
5. COCCCNc1nc2c(c(=O)[nH]c(=O)n2C)n1CC(O)COc1ccccc1 (stereo not given)
compound no.,1,2,3,4,5
mABHD4 FP,-6,8,-16,-2,-1
LEDGF integ inh,-1,1,-4,-2,2
rCAG RNA binder,1,12,0,-6,-5
SIAE inh,3,2,-3,6,1
TDP2 inh,-7,8,-12,5,-6
PRMT1 FP inh,1,2,3,-1,0
TCR CD3 inh,8,-6,-9,4,9
PG9 Ab binder,-0.5,-0.2,-1.2,-0.5,-0.6
HTRA1 inhibitor,.,3,-12,-6,-1
Rev-erbA mod,-6,0,-3,-9,7

6. Cc1nnc(SCCn2c(N3CCCCC3)nc3c2c(=O)n(C)c(=O)n3C)s1
7. N#Cc1ccc(C(=O)Nc2nc(-c3cccs3)c(C(=O)C(F)(F)F)s2)cc1
8. CCN(CC)C(=O)Cn1cc(S(=O)(=O)CC(=O)NCc2ccc(F)cc2)c2ccccc21
9. CC1CC(C)CN(C(=O)COC(=O)c2cc3ccccc3cc2O)C1 (stereo not given)
10. O=C(NCc1ccncc1)c1cn(-c2ccccc2)nc1-c1cccnc1
compound no.,6,7,8,9,10
mABHD4 FP,2,-2,4,-7,-2
LEDGF integ inh,-3,-5,-4,-3,2
rCAG RNA binder,-9,7,-7,-2,1
SIAE inh,5,-14,-4,0,-13
TDP2 inh,-2,0,3,-5,3
PRMT1 FP inh,-3,6,6,-1,-2
TCR CD3 inh,1,-6,-11,4,4
PG9 Ab binder,0.1,3.3,-0.1,0.6,0.4
HTRA1 inhibitor,5,-3,10,-16,-17
Rev-erbA mod,-4,1,-8,4,-1

11. O=C(COC(=O)c1cccc(S(=O)(=O)N2CCCC2)c1)Nc1ccccc1Cl
12. COCCNC(=S)Nc1cc(S(=O)(=O)N2CCOCC2)ccc1N1CCCCC1
13. Cn1ncc(C(=O)N=S(C)(=O)c2ccccc2)c1[N+](=O)[O-] (stereo not given)
14. O=C(Nc1ccc(C(=O)NCc2ccc(F)cc2)cc1)C1=CSCCO1
15. CCC(c1nnnn1Cc1ccco1)N(CCN1CCOCC1)Cc1cc2cc(C)ccc2[nH]c1=O (stereo not given)
compound no.,11,12,13,14,15
mABHD4 FP,1,2,3,5,4
LEDGF integ inh,-1,-2,3,-2,6
rCAG RNA binder,0,2,0,1,6
SIAE inh,-2,-2,-2,-5,3
TDP2 inh,-1,-1,1,-24,-6
PRMT1 FP inh,-3,30*,-3,0,21*
TCR CD3 inh,9,0,4,-2,8
PG9 Ab binder,-0.9,1.8,-1.7,-2.0,-1.3
HTRA1 inhibitor,0,3,13,-10,0
Rev-erbA mod,0,-5,0,5,1

16. Cc1cc(OCC(O)CN)ccc1Cl (stereo not given)
17. CCCCC(=O)NC(c1ccc(OC)c(OC)c1)c1ccc2cccnc2c1O (stereo not given)
18. Cc1cc(C)c2sc(NNC(=O)C3COc4ccccc4O3)nc2c1 (stereo not given)
19. Cc1cccc(NC(=O)C2CCCN2/C=C/C(=O)C(F)(F)F)c1C (stereo not given)
20. O=C(COC(=O)c1cnccn1)NCc1ccc2c(c1)OCO2
compound no.,16,17,18,19,20
mABHD4 FP,3,2,12,-6,4
LEDGF integ inh,-1,0,3,-1,-5
rCAG RNA binder,-1,2,9,1,4
SIAE inh,2,15,9,-1,7
TDP2 inh,-5,-6,5,4,6
PRMT1 FP inh,5,-1,1,-1,-2
TCR CD3 inh,-4,1,8,3,-1
PG9 Ab binder,2.4,0.2,-0.8,-0.8,1.9
HTRA1 inhibitor,2,35,29,2,4
Rev-erbA mod,-1,-4,-3,6,2

3 entries already listed, sorted by length of the SMILES, largest number first.
6. Cc1nnc(SCCn2c(N3CCCCC3)nc3c2c(=O)n(C)c(=O)n3C)s1
12. COCCNC(=S)Nc1cc(S(=O)(=O)N2CCOCC2)ccc1N1CCCCC1
3. Clc1ccc(-c2csc(-c3ccncc3)n2)cc1
compound no.,6,12,3
mABHD4 FP,2,2,-16
LEDGF integ inh,-3,-2,-4
rCAG RNA binder,-9,2,0
SIAE inh,5,-2,-3
TDP2 inh,-2,-1,-12
PRMT1 FP inh,-3,30*,3
TCR CD3 inh,1,0,-9
PG9 Ab binder,0.1,1.8,-1.2
HTRA1 inhibitor,5,3,-12
Rev-erbA mod,-4,-5,-3

Carrying on.
21. CCn1cc(S(=O)(=O)Nc2cc(C)ccc2F)cn1
22. COc1ccc(N2C(=O)C3CCCN3C2c2cccs2)cc1 (stereo not given)
23. c1ccc(Cn2ccc3ccc(-c4ccc5ccn(Cc6cccc(-c7ccsc7)c6)c5c4)cc32)cc1
24. CCCCCCC(O)(c1ccc(OC)cc1)C(CN1CCOCC1)c1ccccc1 (stereo not given)
25. CCO[C@@H]1OC(C(=O)O)=C[C@H](c2cn(C(C)=O)c3ccccc23)[C@H]1CCCO
compound no.,21,22,23,24,25
mABHD4 FP,5,-1,-2,-5,1
LEDGF integ inh,1,5,0,0,1
rCAG RNA binder,0,3,14,-4,3
SIAE inh,-1,-1,-7,-9,-5
TDP2 inh,5,-2,7,-5,6
PRMT1 FP inh,-5,-2,4,0,1
TCR CD3 inh,2,1,.,8,3
PG9 Ab binder,-1.1,1.0,.,-0.7,0.1
HTRA1 inhibitor,2,-2,.,-21,4
Rev-erbA mod,-2,5,31*,-1,-4

26. CCOc1ccc2cc(C3CC(c4ccco4)=NN3S(C)(=O)=O)c(Cl)nc2c1 (stereo not given)
27. Cc1cccc(CCNC(=O)c2cccc(NC3=NC4CS(=O)(=O)CC4S3)c2)c1 (stereo not given)
28. COCC(C)NCc1ccccc1C (stereo not given)
29. Cc1cc(NC(=O)CCCn2cc([N+](=O)[O-])cn2)n(Cc2ccc(F)cc2)n1
30. CC(=O)Nc1ccc(NC(=O)c2ccccc2Sc2ccc([N+](=O)[O-])cc2Cl)cc1
compound no.,26,27,28,29,30
mABHD4 FP,8,8,8,5,-3
LEDGF integ inh,-1,-3,-1,2,1
rCAG RNA binder,3,5,4,-2,10
SIAE inh,-6,5,2,1,-10
TDP2 inh,2,-14,15,4,-3
PRMT1 FP inh,1,3,2,-2,5
TCR CD3 inh,-2,-6,-1,0,-3
PG9 Ab binder,0.2,0.4,-1.7,-1.7,-1.2
HTRA1 inhibitor,-7,-5,3,1,-6
Rev-erbA mod,-4,1,-6,4,1

31. CN(CCCC1CCCC1)C(=O)c1cc(COc2ccc(F)c(F)c2)on1
32. Cc1onc(-c2ccccc2)c1C(=O)NC(C)C
33. O=C(NCCc1ccccc1)Oc1ccc(Cl)cc1
34. Cc1ccc(NC(=O)CCc2ccc(S(=O)(=O)N3CCOCC3)cc2)c(C)c1
35. CCOc1ccc(/C(O)=C2/C(=O)C(=O)N(c3ccccn3)C2c2ccc(Cl)cc2)c(C)c1 (stereo not given)
compound no.,31,32,33,34,35
mABHD4 FP,-16,4,0,-3,4
LEDGF integ inh,3,3,4,0,1
rCAG RNA binder,-1,0,1,-3,18
SIAE inh,-2,2,-4,-5,2
TDP2 inh,-27,6,7,-7,-2
PRMT1 FP inh,-1,2,-3,2,-1
TCR CD3 inh,3,-1,-5,0,8
PG9 Ab binder,-2.1,0.5,-2.8,0.3,11*
HTRA1 inhibitor,-25,-5,-2,-12,1
Rev-erbA mod,-3,-2,0,-4,2

36. CCC(C)(C(=O)NC1CCCC1)N(C(=O)CNC(C)=O)c1ccc(C)cc1 (stereo not given)
37. COC(=O)NC1(C(F)(F)F)C(=O)NC(C)=C1C(=O)OC (stereo not given)
38. O=C(C(=O)N1CCN(C(=O)c2ccco2)CC1)c1c[nH]c2ccccc12
39. CSc1ccccc1OCc1cc(C(=O)NCCC2=CCCCC2)no1
40. Cc1cc(C)nc(NC(=O)c2cccs2)c1
compound no.,36,37,38,39,40
mABHD4 FP,6,4,5,8,1
LEDGF integ inh,-3,1,3,2,1
rCAG RNA binder,-5,0,0,3,-4
SIAE inh,2,6,4,9,-3
TDP2 inh,-5,5,-4,-1,-13
PRMT1 FP inh,-1,-2,0,-1,-2
TCR CD3 inh,2,0,4,2,-2
PG9 Ab binder,1.4,-2.1,-1.1,-3.2,-1.8
HTRA1 inhibitor,-1,3,4,-8,-2
Rev-erbA mod,8,1,6,-3,2

Part of the list above, in markdown.
| item | SMILES | mABHD4 FP | LEDGF integ inh | rCAG RNA binder | SIAE inh | TDP2 inh | PRMT1 FP inh | TCR CD3 inh | PG9 Ab binder | HTRA1 inhibitor | Rev-erbA mod |
| --- | --- | --- | --- | --- | --- | --- | --- | --- | --- | --- | --- |
| 38 | O=C(C(=O)N1CCN(C(=O)c2ccco2)CC1)c1c[nH]c2ccccc12 | 5 | 3 | 0 | 4 | -4 | 0 | 4 | -1.1 | 4 | 6 |
| 39 | CSc1ccccc1OCc1cc(C(=O)NCCC2=CCCCC2)no1 | 8 | 2 | 3 | 9 | -1 | -1 | 2 | -3.2 | -8 | -3 |
| 40 | Cc1cc(C)nc(NC(=O)c2cccs2)c1 | 1 | 1 | -4 | -3 | -13 | -2 | -2 | -1.8 | -2 | 2 |

Continued:
41. COCCNC(=O)NC12CC3(C)CC(C)(CC(C)(C3)C1)C2
42. C=CCc1cccc(C=Nc2cccn3cc(-c4ccccc4)nc23)c1O
43. CC1CN(C(=O)CN2C(=O)NC3(CCCCCCC3)C2=O)CC(C)O1 (stereo not given)
44. O=C(CCc1nc(-c2ccccc2)c(-c2ccccc2)o1)OCc1ccc(Cl)cc1
45. COc1cccc(-c2nc3n(n2)CCc2ccccc2-3)c1
46. Cc1nn(-c2ccccc2)c2c1C(c1ccc([N+](=O)[O-])cc1)N1C(=N2)C(=O)Nc2ccccc21 (stereo not given)
47. Cc1[nH]c2ccccc2c1C(=O)c1c(N)[nH]c(C(=O)c2ccccc2)c1-c1ccc(Cl)cc1
compound no.,41,42,43,44,45,46,47
mABHD4 FP,0,10,3,-8,-3,-28,-5
LEDGF integ inh,0,2,1,0,6,-2,-1
rCAG RNA binder,-8,-4,-4,5,2,15,11
SIAE inh,-6,5,-11,-7,3,-38,4
TDP2 inh,-5,-7,9,-12,-2,-6,0
PRMT1 FP inh,-2,1,-3,2,-2,0,6
TCR CD3 inh,2,4,0,-1,2,5,-8
PG9 Ab binder,-3.0,-20,-1.6,-1.7,-2.2,-2.6,0.9
HTRA1 inhibitor,-4,2,0,-22,-5,-63,.
Rev-erbA mod,2,-6,-3,3,0,-3,1

Not all compounds are listed, so the mix of outcomes need not match the whole.
